# Screening results deposited in PubChem BioAssay by National Center for Advancing Translational Sciences (NCATS).
# Pol iota inh: DNA polymerase iota (human) inhibition; Q9UNA4; Pol iota fluorescent replication assay, 10 min; Potency, µM (highest dose often 115 µM), for the others: at the highest dose activity, negative = inhibition, most hits filed as inhibitors; 390,000 tested, 1% active; AID 588590; further: potency means the concentration at half of the fitted maximal effect
#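 Fluorescent replication assay read twice, at 0 min and 10 min after adding 50 nM (final) substrate. Enzyme (10 nM) and compounds were first incubated 15 min at room temperature; enzyme-free buffer wells were negative controls.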
# LDHA block: LDHA (human) enzyme inhibition | purified LDHA, NADH/diaphorase-resazurin fluorescence; active compounds read low | activity change, % (values are at about 110 or 230 µM) | 480,000 tested, 0.15% active | AID 1347041; in the data active means activity change below about -30%; inconclusive means mostly about -25% to -30%;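 further: plate controls were DMSO wells for no effect and wells without enzyme for full effect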
#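 Resorufin fluorescence (ex540/em590), read at 0 and 20 min after diaphorase/resazurin addition, reports the NADH left after a 5 min room-temperature reaction of 2 nM human LDH5 with 0.06 mM NADH and 0.2 mM pyruvate.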
# Pol kappa inh: blocks human DNA polymerase kappa activity; Potency, µM (doses to about 107 µM), for inactives: top-dose activity, negative = inhibition, most hits filed as inhibitors; Q9UBT6; 400,000 tested, 0.53% active; purified Pol kappa, fluorescent DNA synthesis assay, 10 min; AID 588579; further: potency means the concentration at half of the fitted maximal effect; on the % scale 0 is the no-effect control and ±100 the full control effect
# Target sequence (Q9UBT6 whole entry, looked up): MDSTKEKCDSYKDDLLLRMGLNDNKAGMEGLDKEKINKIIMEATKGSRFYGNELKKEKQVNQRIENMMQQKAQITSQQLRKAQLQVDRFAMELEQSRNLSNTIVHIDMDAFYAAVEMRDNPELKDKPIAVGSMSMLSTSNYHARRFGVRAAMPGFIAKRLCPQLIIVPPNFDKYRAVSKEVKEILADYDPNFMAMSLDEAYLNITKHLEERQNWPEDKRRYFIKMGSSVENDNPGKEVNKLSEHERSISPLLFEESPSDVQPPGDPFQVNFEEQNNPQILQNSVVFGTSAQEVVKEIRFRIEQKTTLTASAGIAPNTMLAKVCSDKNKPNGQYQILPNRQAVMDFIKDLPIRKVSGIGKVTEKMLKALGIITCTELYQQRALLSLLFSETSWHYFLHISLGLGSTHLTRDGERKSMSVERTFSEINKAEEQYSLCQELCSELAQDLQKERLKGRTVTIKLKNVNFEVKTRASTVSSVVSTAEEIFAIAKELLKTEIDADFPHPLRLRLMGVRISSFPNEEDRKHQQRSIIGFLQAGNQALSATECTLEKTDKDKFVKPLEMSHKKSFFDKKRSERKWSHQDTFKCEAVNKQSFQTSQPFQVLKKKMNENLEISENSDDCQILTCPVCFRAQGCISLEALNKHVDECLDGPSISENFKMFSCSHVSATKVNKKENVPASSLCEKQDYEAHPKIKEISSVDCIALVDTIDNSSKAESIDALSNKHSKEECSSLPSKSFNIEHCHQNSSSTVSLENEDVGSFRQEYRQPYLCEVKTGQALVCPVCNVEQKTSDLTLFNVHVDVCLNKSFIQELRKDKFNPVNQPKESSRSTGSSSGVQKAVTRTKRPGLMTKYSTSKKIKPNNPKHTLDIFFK
#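 First, compounds were pin-transferred onto 10 nM Pol kappa. After 15 min at room temperature, substrate was added to 50 nM final. Fluorescence was then measured kinetically at 0 and 10 min.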
# POLB inh: blocks human DNA polymerase beta activity; Potency, µM (highest dose often 114 µM), for inactives: at the top dose activity change, negative = inhibition, hits mostly inhibitors; Pol beta primer extension/strand displacement, fluorescence kinetic; 340,000 tested, 1.3% active; P06746; AID 485314; further: potency means the concentration at half of the fitted maximal effect; on the % scale 0 is the no-effect control and ±100 the full control effect
#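 Enzyme-only controls used 10 nM Pol beta; buffer lacking enzyme served as negative control. Compound preincubated 15 min, then 50 nM substrate added; 0 and 10 min reads at room temperature.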
# BLM inh: inhibitors of human Bloom syndrome helicase BLM; P54132; recombinant BLM DNA unwinding, fluorescence dequenching; Potency, µM (top dose mostly 56.1 µM), for the others: at the highest dose activity change, negative = inhibition, usual class: inhibitors; 350,000 tested, 0.2% active;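 further: potency means the concentration at half of the fitted maximal effect; plate controls were vehicle for no effect and no enzyme for full effect; nearly all actives have a fitted effect of over 35% in size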
# GRP78 ERSR act: inducers of ER stress response in human glioma cells | 420,000 tested, 0.02% active | AID 602332 | U87-MG GRP78 promoter luciferase reporter, 16 h | Potency, µM, without a hit: at the highest dose activation, usual class: activators; further: potency means the concentration at half of the fitted maximal effect; series mostly up to about 76 µM; % of control where 0% means no effect; nearly all actives have a fitted effect of over 35% in size
#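 Stably transfected U87-MG human glioma cells carrying a GRP78-based luminescent sensor were seeded at 1000 cells/well, pin-dosed with compounds and incubated 16 h. Luciferase reagent was then added, and end-point luminescence was read after 10 min at room temperature.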
# Pol eta inh: DNA polymerase eta (human) inhibition; recombinant Pol eta, fluorescent DNA replication assay; 390,000 tested, 1.2% active; AID 588591; Potency, µM (top dose mostly 114 µM), for inactives: at the highest dose activity change, negative = inhibition, most hits filed as inhibitors; Q9Y253; further: potency means the concentration at half of the fitted maximal effect; on the % scale 0 is the no-effect control and ±100 the full control effect
#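 Pol eta at 10 nM preincubated with compounds 15 min at room temperature; reaction started with fluorescent substrate (50 nM final) and read kinetically at 0 and 10 min.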
# Anesthetic bind: candidate novel general anesthetic via apoferritin binding. P02791. apoferritin/1-aminoanthracene competitive binding, fluorescence. Potency, µM (top dose mostly 77.5 µM), inactives show at the highest dose activity change, negative = displacement, usual class: inhibitors. 350,000 tested, 0.074% active; further: potency means the concentration at half of the fitted maximal effect; on the % scale 0 is the no-effect control and ±100 the full control effect; nearly all actives have a fitted effect of over 20% in size
# Target sequence (P02791 2-175 limits assumed): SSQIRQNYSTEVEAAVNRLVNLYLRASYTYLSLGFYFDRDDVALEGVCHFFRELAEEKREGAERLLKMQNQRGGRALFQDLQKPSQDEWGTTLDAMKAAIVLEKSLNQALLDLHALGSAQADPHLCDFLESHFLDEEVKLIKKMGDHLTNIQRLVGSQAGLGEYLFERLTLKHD
#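 Concentration-response curves derived by four-parameter Hill fitting of normalized fluorescence, where compounds displaced 1-AMA from 10 uM horse apoferritin following a brief 10 min room-temperature incubation; propofol titration acted as positive control.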
# APE1 inh: inhibitors of human APE1 endonuclease; Potency, µM (doses to about 65.8 µM), without a hit: at the top dose activity change, negative = inhibition, actives largely listed as inhibitors; recombinant APE1, TAMRA/BHQ-2 abasic DNA cleavage fluorescence; 350,000 tested, 0.35% active;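 further: potency means the concentration at half of the fitted maximal effect; plate controls were vehicle for no effect and reference inhibitor for full effect; nearly all actives have a fitted effect of over 55% in size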
#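 Activity was derived from the fluorescence gain between first and third kinetic reads (60 s intervals, ex 525/em 598 nm) after 50 nM THF-abasic TAMRA/BHQ-2 duplex was added to 0.75 nM APE1 preincubated 15 min with compound.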
# Active calls of the source: *; ? = inconclusive; . = no result given; & = joins results of further samples; [ ] = another dose, or the depositor's remark. Unless noted, the call rests on the fitted dose curve; in most records, active means well fitted curve in the direction sought with a large enough effect; inconclusive means small, poorly fitted or top-dose-only effect, or another doubt; inactive means no such curve, though single readings can be large; an effect the other way counts as inactive or inconclusive. An excerpt. The share of hits here may be higher or lower than overall.
SMILES,Pol iota inh,LDHA block,Pol kappa inh,POLB inh,BLM inh,GRP78 ERSR act,Pol eta inh,Anesthetic bind,APE1 inh
COC(=O)c1ccc(Cl)c(NC(=O)CN2CCOCC2)c1,3%,-2,-7%,0%,-6%,0%,-3%,-4%,3%
COc1ccc2oc(=O)c(-c3cn4c(n3)sc3cc(OC)ccc34)cc2c1,0%,2,-5%[60.1 µM],2%,-1%,-2%,-9%,4%,.
Cc1ccccc1-n1c(SCC(=O)NCc2cccs2)nc2ccccc2c1=O,8%,3,-11%,-10%,7%,-4%,-10%,-14%,6%
Cc1ccccc1CS(=O)(=O)CCC(=O)NCCCN1CCN(c2ccccc2F)CC1,5%,-8,-7%,26%,-3%,-1%,-14%,-8%,-11%
O=C(O)C1CC(=O)n2c(nc3ccccc32)S1 (configuration not stated),12%,-13,-4%,4%,-4%,-3%,-9%,5%,-2%
O=C(Cn1nnc(-c2ccc(F)cc2)n1)N1CCCCC1,10%,-1,-3%,-9%,4%,-3%,-8%,-6%,-4%
CCCCn1c(=S)[nH]c2ccc(N3CCOCC3)cc2c1=O,.,.,.,-26%,-3%,.,.,13%,-8%
O=C(NC(Cc1ccc(O)cc1)C(=O)O)c1ccc2c(c1)OCO2 (configuration not stated),8%,2,12%,.,.,-3%,-14%,.,-12%
O=C(Nc1cccs1)Nc1cccnc1Cl,?,-6,-25%,-4%,-5%,5%,-17%,52%[activator],-12%
CCO[C@H]1OC(C(N)=O)=C[C@@H](c2coc3ccccc3c2=O)[C@@H]1CCCO,23%,-1,12%,-2%,3%,-4%,-11%,-3%,6%
O=C(CN(CC1CCCO1)C(=O)CNS(=O)(=O)c1ccccc1)NCCc1ccccc1 (configuration not stated),105%[activator],-12,-11%,21%,0%,-3%,-11%,-5%,-8%
O=C(CCCn1c(=O)c2ccccc2n(CC(=O)NCc2ccco2)c1=O)NCc1ccco1,?,-7,-27%,-7%,-2%,-3%,?,-11%,?
CCN(CC)CCN(C(=O)Cn1nnc(-c2ccc(C)o2)n1)C(C(=O)NC(C)(C)C)c1cccs1 (configuration not stated),7%,-3,-11%,-7%,-4%,-1%,-13%,-8%,1%
Oc1c(C(c2cccs2)N2CCN(c3ccccc3)CC2)ccc2cccnc12 (configuration not stated),.,.,.,?,-6%,.,.,?,2%
COCCCNC(=O)CSc1nc2ccccc2c(=O)n1Cc1ccc2c(c1)OCO2,76%[activator],-4,4%,28%,-1%,-4%,-19%,-1%,?
C/C(=N\NC(N)=S)C1(C)CC2(CC(C)(C)OC2=O)C(=O)O1 (configuration not stated),-10%[58.9 µM],-1,-11%,29%,-2%,-5%,-18%,2%,-7%
CC(=O)N1CCN(S(=O)(=O)c2ccc(C)cc2)C1c1ccc(N(C)C)cc1 (configuration not stated),-9%,7,2%,26%,0%,-6%,-3%,-7%,3%
Cn1c(N2CCN(C(=O)Nc3ccc(C(F)(F)F)cc3)CC2)nc2ccccc21,15%,1,-9%,-30%,-1%,-11%,8%,-6%,-2%
COc1ccccc1N(CC(=O)N1CCCC1)S(=O)(=O)c1cc([N+](=O)[O-])ccc1Cl,4%,-4,-4%,.,.,-3%,-9%,.,-6%
O=S(=O)(/N=C(/Nc1ccccn1)c1ccccc1)c1ccccc1,23%,-3,0%,42%,2%,-1%,10%,-5%,-8%
Cc1ccc(-n2cc(C(=O)c3cc(Cl)ccc3O)cc(C#N)c2=O)cc1,43%[activator],2,-7%,0%,-13%,-6%,-7%,-11%,-5%
O=C1C(C=NCCCn2ccnc2)=C(O)c2ccccc21,13%,-2,6%,.,.,-4%,0%,.,.
CCOC(=O)c1c(NC(=O)OC)sc(C(=O)N(C)C)c1C,6%,2,-14%,3%,-3%,-4%,-3%,-8%,-3%
CC(C)(C)NC(=O)Cn1nc(C(F)(F)F)c2c1CCCC2,2%,-6,-5%,2%,-4%,4%,-18%,-12%,-6%
NNC(=O)CCN(Cc1ccco1)S(=O)(=O)c1ccc(Cl)cc1,-2%,-8,-12%,30%,-12%,0%,-1%,-17%,?
CC1CCCCN1CC(=O)Nc1cc(S(=O)(=O)N2CCOCC2)ccc1N1CCCC1 (configuration not stated),101%[activator],-7,-10%,-13%,-6%,-1%,-9%,-16%,-1%
COC(=O)c1[nH]c2ccc(C)cc2c1NC(=O)Nc1ccccc1OC,13%,-10,-5%,21%,0%,-2%,4%,-1%,3%
CO[C@H]1COC(=O)[C@H](C)NC(=O)C/C=C\[C@@H](C)[C@@H](NS(=O)(=O)c2ccc(C)cc2)COC(=O)[C@H](OCc2ccccc2)/C=C\[C@@H]1C,.,.,.,.,0%[12.4 µM],-5%,.,-4%[15.3 µM],?
Cc1cc(C)cc(NC(=O)CCn2c(=S)[nH]c3ccccc3c2=O)c1,-5%,-9,-7%,-1%,-2%,4%,-1%,-1%,18%
Fc1ccc(-n2nnc(-c3cccnc3Cl)n2)cc1,14%,-2,12%,9%,-2%,-6%,-6%,-5%,-5%
Cc1ccc(NC(=O)c2oc3ccc(S(=O)(=O)N4CCC5(CC4)OCCO5)cc3c2C)cc1Cl,4%,1,-11%[60.1 µM],3%,-4%,-4%,-8%,-7%,.
C=CCc1ccc(OCC(O)CN2CCN(c3ccccc3OC)CC2)c(OC)c1 (configuration not stated),9%,-2,4%,11%,-1%,0%,-6%,-8%,39%
Cc1cc2cc(CNC(=O)COc3ccccc3)ccc2n1C,18%,-2,3%,-1%,0%,-3%,5%,-14%,-2%
C=CCOc1cccc(C(=O)N2CCCC(CCC(=O)NCc3ccccc3F)C2)c1 (configuration not stated),-1%,-1,-4%,10%,1%,1%,-12%,-7%,-1%
CCOC(=O)Cc1csc(NC(=O)c2cc(-c3ccncc3)nc3ccccc23)n1,11%,3,8%,.,.,-3%,-11%,.,29%
COc1ccc(OC)c(-c2cc(C(=O)Nc3cnn(Cc4ccc(Cl)cc4Cl)c3)no2)c1,9%,-4,6%,81%,-3%,-3%,-3%,5%,.
COc1ccc(C2C=C(c3ccccc3)Nc3nc(NC(C)=O)nn32)cc1 (configuration not stated),21%,13&-13,-4%,21%&0%,-1%&4%,0%,-9%,6%&51%,4%
CC(NC(=O)/C(=C\c1ccco1)NC(=O)c1ccccc1Br)C(=O)O (configuration not stated),?,-2,-23%,?,-1%,-1%,?,1%,-3%
O=C1N(Cc2cccc(C(F)(F)F)c2)c2ccccc2S(=O)(=O)N1c1cccc(Cl)c1,21%,-2,-4%[60.1 µM],0%,-7%,0%,?,44%[activator],.
Cc1ccc2oc(=O)n(CCNC(=O)Nc3ccccc3C)c2c1,27%,2,11%,37%,-5%,-1%,-13%,27%,.
Nc1cc(N)nc(SCC(=O)NCc2ccc3c(c2)OCO3)n1,21%,-4,-11%,.,.,-4%,-16%,.,-24%
COc1ccc2cc(C(=O)N3CCN(c4ccc(F)cc4)CC3)[nH]c2c1,48%[activator],0,-5%,8%,-2%,1%,-9%,-1%,-12%
CCC(C)c1ccccc1NC(=S)NC(=O)c1ccco1 (configuration not stated),-20%,-1,-11%,19%,-6%,-5%,-25%,-21%,-4%
COc1ccc(C2C3=C(CC(C)(C)CC3=O)N(C)C3=C2C(=O)CC(C)(C)C3)cc1OC,63%[activator],0,-12%,5%,-4%,-6%,-12%,-8%,33%
Cn1c(Cn2nnc3ccccc32)nnc1SCC(=O)N1c2ccccc2CCc2ccccc21,-14%,3,7%,?,-3%,-1%,0%,-23%,?
C=CCn1c(COc2ccccc2F)nnc1SCC(=O)c1c[nH]c2ccccc12,-3%,2,2%,12%,3%,-5%,-19%,-9%,0%
CCOc1ccc(NC(=O)c2cn(CC(C)C)c(=O)c3c2c2ccccc2n3C)cc1,34%[activator],-4,-10%,13%,0%,1%,-11%,2%,3%
COc1ccc(CN(C)C(=O)CC(c2ccccc2)c2ccccc2)cc1,39%[activator],-3,-11%,-3%,-7%,-1%,-14%,-11%,23%[12.4 µM]
Cc1cccc(NC(=O)C2CCCN2S(=O)(=O)c2cccc3cccnc23)c1 (configuration not stated),.,.,.,-14%,1%,.,.,-5%,0%
O=C(C1=C[C@H](c2ccccc2)C[C@H](OCc2ccc(CO)cc2)O1)N1CCCCCCC1,.,.,.,-2%,-7%,.,.,-19%,0%

# Looked up by structure from above, 2 records:
SMILES,Pol iota inh,LDHA block,Pol kappa inh,POLB inh,BLM inh,GRP78 ERSR act,Pol eta inh,Anesthetic bind,APE1 inh
COc1ccc2cc(C(=O)N3CCN(c4ccc(F)cc4)CC3)[nH]c2c1,48%[activator],0,-5%,8%,-2%,1%,-9%,-1%,-12%
CCC(C)c1ccccc1NC(=S)NC(=O)c1ccco1 (configuration not stated),-20%,-1,-11%,19%,-6%,-5%,-25%,-21%,-4%

# Continuation.
SMILES,Pol iota inh,LDHA block,Pol kappa inh,POLB inh,BLM inh,GRP78 ERSR act,Pol eta inh,Anesthetic bind,APE1 inh
COc1ccccc1C(=O)NCCC(=O)Nc1cccc(C)n1,6%,-8,-4%,47%,1%,4%,-9%,-1%,16%
Cc1cccc(-c2nc3cc([N+](=O)[O-])ccc3o2)c1,105%[activator],-3,-5%,-2%,2%,-1%,-20%,-8%,-1%
CC(C)(C)C(=O)CN1C2=NCCN2c2ccccc21,2%,-4,-7%,26%,-1%,-3%,-19%,-4%,6%
Cn1c(NC(=O)c2ccc(C(C)(C)C)cc2)cc(=O)n(C)c1=O,10%,-9,-9%,-25%,-1%,1%,-4%,-15%,0%
Cc1cccc(NC(=O)COc2cccc3c2CCN(Cc2ccccc2)C3=O)c1C,9%,-10,-3%,1%,-5%,1%,-14%,2%,-4%
O=C(O)c1ccccc1OCc1ccccc1Br,-14%,-8,-6%,13%,2%,-4%,-7%,-2%,1%

# Entries from the list above with bromine:
SMILES,Pol iota inh,LDHA block,Pol kappa inh,POLB inh,BLM inh,GRP78 ERSR act,Pol eta inh,Anesthetic bind,APE1 inh
CC(NC(=O)/C(=C\c1ccco1)NC(=O)c1ccccc1Br)C(=O)O (configuration not stated),?,-2,-23%,?,-1%,-1%,?,1%,-3%
O=C(O)c1ccccc1OCc1ccccc1Br,-14%,-8,-6%,13%,2%,-4%,-7%,-2%,1%
